Bioassay records: PubChem BioAssay, several laboratories
RTF Ca sens inh: cardiac RTF calcium desensitization; 0.12% of 340,000 active; inhibition, % at 7.15 µM; IANBD-labeled cardiac RTF, Ca2+ fluorescence; P19429+P45379;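 active = inhibition above the mean inhibition of all tested compounds plus 3 SD, cut at about 17% in these data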;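 also: assay run at fixed EC70 calcium of 1.6 mM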
CAL PDZ FP-1: blocks peptide binding to the human CAL PDZ domain; Q9HD26; AID 602252; purified CAL PDZ, TMR-peptide fluorescence polarization, 1 h; inhibition, % at 24.9 µM; 0.92% of 300,000 active;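 active = mean inhibition of at least 30% with at least half of replicates also reaching 30%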;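 also: 0% = DMSO neutral control and 100% = excess unlabeled competitor peptide PRC23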
Arrestin-AP2 inh: human beta-arrestin and AP2 interaction inhibition; inhibition, % at 10 µM; 0.31% of 340,000 active; FITC-arrestin peptide / GST-AP2 beads, flow cytometry; AP2 beta2 appendage carries R879A mutation; AID 504490;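 active = inhibition above a set limit, near 3 SD of compounds lacking own fluorescence, cut at about 54% in these data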;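 also: plate controls were DMSO wells for no effect and 5 µM unlabelled arrestin peptide for full effect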
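test system = AP2 appendage R879A on GSH beads | buffer or medium = PBS plus Tween 20 (0.05%) and BSA (0.1%) | incubation = 12 min plus 1 h, RT | detection = bead flow cytometry, FITC channel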
DSG3 Ab inh: blocks pemphigus antibody binding to human desmoglein-3; DSG3-coupled beads, scFv-anti-DSG3-GFP binding, flow cytometry; stronger effect = lower value; AID 588358; P32926; binding (percent of control), % at 10 µM; 0.48% of 310,000 active;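 active = binding more than 3 SD below its plate's average and above zero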;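 also: hits lower antibody fragment binding to DSG3; some compounds called inactive have numbers as strong as hits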
NSD2 inh: blocks human histone methyltransferase NSD2; O96028; NSD2 peptide methylation, AlphaScreen, 120 min; inhibition, % at 12.5 µM; 0.54% of 310,000 active; in the data active = inhibition above about 50%
Target sequence (O96028 whole entry, looked up): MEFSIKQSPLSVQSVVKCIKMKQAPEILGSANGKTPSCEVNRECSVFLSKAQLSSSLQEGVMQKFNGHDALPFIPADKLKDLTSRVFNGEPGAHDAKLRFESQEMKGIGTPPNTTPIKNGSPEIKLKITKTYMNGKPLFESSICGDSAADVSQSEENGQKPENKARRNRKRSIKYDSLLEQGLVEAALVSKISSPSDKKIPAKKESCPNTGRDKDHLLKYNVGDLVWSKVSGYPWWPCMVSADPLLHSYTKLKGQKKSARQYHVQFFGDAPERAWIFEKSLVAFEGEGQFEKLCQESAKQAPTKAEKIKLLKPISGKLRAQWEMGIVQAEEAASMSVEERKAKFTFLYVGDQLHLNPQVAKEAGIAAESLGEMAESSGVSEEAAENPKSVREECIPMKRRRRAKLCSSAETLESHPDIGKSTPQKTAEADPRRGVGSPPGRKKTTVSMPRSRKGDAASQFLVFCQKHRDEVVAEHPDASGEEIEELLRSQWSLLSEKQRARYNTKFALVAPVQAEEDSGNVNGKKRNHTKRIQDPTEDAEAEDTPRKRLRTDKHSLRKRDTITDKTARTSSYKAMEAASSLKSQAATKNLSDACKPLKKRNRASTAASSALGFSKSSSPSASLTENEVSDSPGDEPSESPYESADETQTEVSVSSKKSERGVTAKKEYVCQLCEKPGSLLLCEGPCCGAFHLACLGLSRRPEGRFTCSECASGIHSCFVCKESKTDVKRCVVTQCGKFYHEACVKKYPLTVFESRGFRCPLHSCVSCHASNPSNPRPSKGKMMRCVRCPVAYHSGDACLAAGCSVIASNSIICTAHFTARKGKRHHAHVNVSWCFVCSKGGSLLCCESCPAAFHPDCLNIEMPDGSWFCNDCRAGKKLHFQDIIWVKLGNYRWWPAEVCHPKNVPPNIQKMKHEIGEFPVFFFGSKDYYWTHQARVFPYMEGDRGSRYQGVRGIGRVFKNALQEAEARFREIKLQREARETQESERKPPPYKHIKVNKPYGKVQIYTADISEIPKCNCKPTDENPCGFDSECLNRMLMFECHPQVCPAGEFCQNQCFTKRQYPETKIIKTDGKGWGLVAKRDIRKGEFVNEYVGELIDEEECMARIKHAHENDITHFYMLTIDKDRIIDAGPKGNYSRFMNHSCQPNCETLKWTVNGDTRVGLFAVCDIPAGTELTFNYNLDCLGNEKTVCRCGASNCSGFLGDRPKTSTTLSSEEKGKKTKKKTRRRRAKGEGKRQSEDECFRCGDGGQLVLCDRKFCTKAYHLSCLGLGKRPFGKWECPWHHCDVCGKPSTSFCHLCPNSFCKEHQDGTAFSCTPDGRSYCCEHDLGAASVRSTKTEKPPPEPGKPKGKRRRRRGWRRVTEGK
Keap1-Nrf2 PPI: disrupts human Keap1 binding to Nrf2 peptide; inhibition, % at 9.4 µM; AID 504523; 0.15% of 340,000 active; Keap1 Kelch-Nrf2 peptide fluorescence polarization, 1536-well; in the data active = inhibition above about 12%;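 also: human Keap1 Kelch domain with fluorescein labeled Nrf2 9mer peptide probe; 0% = neutral control wells and 100% = peptide positive control; higher means more block of Keap1 binding to Nrf2 peptide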
DAGLB inh: diacylglycerol lipase beta (human) inhibition. Q8NCG7. HEK293T DAGLB membrane lysate, EnzChek fluorogenic substrate. inhibition, % at 5.17 µM. 0.059% of 340,000 active. AID 504411; in the data active = inhibition above about 34%;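 also: 0% = enzyme with vehicle and 100% = wells lacking enzyme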
LANA DNA inh: blocks KSHV LANA C-terminal domain binding to DNA. AID 504423. MBP-C-LANA/FAM-LBS DNA binding, fluorescence polarization. inhibition, % at 9 µM. 0.078% of 340,000 active;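 active = highest replicate inhibition at or above 60% at 9 µM, even if other replicates fall short; inactive = all replicates below 60% inhibition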;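 also: 0% = neutral control wells and 100% = 4 µM acridine orange control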
V-ATPase pHluor: regulators of yeast V-ATPase proton transport | S. cerevisiae, pHLuorin cytosolic pH fluorescence | 0.37% of 350,000 active | response, % at 10 µM; in the data active = response mostly above about 7.3%, no sharp cut-off; inactive = mostly below about 5.4%; also: actives read high; inactives centre near 0; some compounds called inactive have numbers as strong as hits; reference of the scale not given here
CAL PDZ FP-2: inhibitors of human CAL PDZ peptide binding | Q9HD26 | inhibition, % at 20 µM | 0.02% of 330,000 active | AID 504414 | purified CAL PDZ, TMR-peptide fluorescence polarization, 1 h;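 active = highest replicate inhibition of at least 40%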;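 also: plate controls were DMSO neutral control wells for no effect and unlabeled competitor peptide control wells for full effect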
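Assay system – tagged CAL PDZ protein CerCALP, purified · Timing – 1 h at RT · Compound – single point, 20 µM · Measured by – fluorescence polarization from S- and P-plane intensities, G-factor corrected · Evaluation – inhibition from polarization loss · Probe or stimulus – TMR reporter peptide T*-PRC34 · Buffer or medium – pH 7.4 phosphate-saline buffer, reducing agent, detergent, IgG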
Numbers without * were called inactive; . = no result given.

SMILES	RTF Ca sens inh	CAL PDZ FP-1	Arrestin-AP2 inh	DSG3 Ab inh	NSD2 inh	Keap1-Nrf2 PPI	DAGLB inh	LANA DNA inh	V-ATPase pHluor	CAL PDZ FP-2
Cc1ccc(N/C(N)=N/c2nc(CSc3nnc(C)s3)cc(=O)[nH]2)c(C)c1	6	.	-1	99	1	-4	0	-0.8	0	-0.5
Nc1nnn(CC(=O)N/N=C/c2ccccc2Cl)n1	.	.	13	103	-1	-1	.	0.5	3	-0.4
COCCN(C(=O)Cc1ccc(OC)c(OC)c1)c1nc(-c2cc(OC)ccc2OC)cs1	-9	-4	11	107	1	-9	-4	-0.6	5	-28
COc1ccc(O)c(C(=O)c2cnn(C(=O)c3ccc(C)cc3)c2)c1	3	-5	4	100	0	1	-2	0.9	1	-0.6
CCN(CC)C(=O)COc1ccc(-c2nnc(Nc3ccc(OC)c(C(=O)NC)c3)c3ccccc23)cc1	2	4	37	.	37	-2	0	0.7	-5	0.9
FC(F)(F)c1ccccc1-n1c(-c2cnccn2)n[nH]c1=S	4	-8	-6	.	-1	2	-3	-1.4	1	0.3
COC(=O)C1N[C@@H]([C@@H](NC(=O)COc2ccccc2)C(=O)Nc2ccc(OC)cc2)SC1(C)C (stereo not given in full)	-3	-2	-4	109	.	-6	1	-0.1	-2	-0.8
COCC(=O)N1CCC(Oc2ccc(C(=O)NCc3cc(C)n(C)n3)cc2)CC1	-5	-5	-6	.	1	0	0	-1.4	1	-2.1
CCOC(=O)N1CCC(N2CCN(Cc3ccccc3)C(CCO)C2)CC1 (stereo not given)	-5	-3	-11	106	0	-4	0	-0.8	3	-0.3
C(=N\n1cnnc1)/c1cccnc1	0	3	21	107	-2	-2	-1	-0.4	-3	-0.4
O=C(NCCCCNC(=O)c1ccc(Br)cc1)c1ccc(Br)cc1	-15	0	38	112	-10	-3	0	-1.0	0	-0.4
O=C(Nc1ccc(N2CCOCC2)cc1)C1CCCCN1S(=O)(=O)c1ccccc1 (stereo not given)	-9	2	-5	108	2	-3	-3	-0.4	-2	0.0
COc1ccccc1CNC(=O)CSc1nc2nc(C)cc(C)n2n1	-8	.	5	102	1	-4	-2	0.3	-1	0.9
CC(C)Oc1ccc(Cl)cc1Nc1nc(NCCO)nc(N2CCCC2)n1	-2	-4	6	97	.	2	-1	-0.4	0	0.1
O=C(COC(=O)CNC(=O)C1CCCCC1)Nc1cc(C(F)(F)F)ccc1Cl	-6	2	3	104	.	-4	1	-1.1	2	-0.5
Cc1c(C(=O)OC2CCC(C)CC2)[nH]c2c1C(=O)CCC2 (stereo not given)	-6	.	10	104	.	1	-3	0.3	2	-0.8
CC(C)NC(=O)CC1C(=O)N(Cc2ccccc2)C(C)c2nc3ccccc3n21 (stereo not given)	-1	-3	16	95	-2	1	-1	-0.5	0	-1.9
Cc1ccc(Sc2cc(C(=O)NCCCN(C)C)c3ccccc3n2)cc1	-2	7	28	92	6	1	-5	-0.7	0	-1.6
Cc1ccc(NC(=O)CNc2ccc(Cl)c(Cl)c2)cc1S(=O)(=O)N(C)C	9	-1	-3	104	-2	-4	-25	-0.7	0	-1.1
CCc1nnc(NS(=O)(=O)c2ccc(NC(=S)NC(=O)/C=C/c3ccc(C(C)C)cc3)cc2)s1	3	-12	-9	102	23	1	19	11	2	-3.2
CC(C)(C)CN1CCC(Oc2cccc(C(=O)N3CCNC(=O)C3(C)C)c2)CC1	-7	-3	-17	.	-1	3	1	3.0	-1	-1.0
CCOc1ccc2nc(SCC(=O)Nc3ccc4c(c3)OCO4)sc2c1	6	-1	27	99	.	-1	-14	-0.2	7	-0.3
CC(C)C(=O)NNS(=O)(=O)c1ccccc1[N+](=O)[O-]	-22	1	7	104	-6	-4	1	-0.6	-1	-0.5
CC1(C)CC(=O)C2=C(C1)N(c1ccccc1)C(=O)CC2c1ccc(O)cc1 (stereo not given)	-9	6	3	98	-3	-5	-1	0.8	2	-1.3
CCOC(=O)C1C(=O)CC(C)(O)C(C(=O)OCC)C1c1ccc(OCC)cc1 (stereo not given)	-5	-1	1	94	-2	-3	-2	1.1	-1	0.3
CN(C)CCn1cnc2c(c1=N)C(c1ccccc1)c1ccc3ccccc3c1O2 (stereo not given)	-1	-19	-13	108	12	-2	1	-3.0	0	-7.4
C/C(=N\Nc1cc(Cl)nc(C)n1)c1ccccc1	0	-10	1	100	2	-4	-5	-0.4	2	-1.3
CCN(CC)S(=O)(=O)c1ccc(N)cc1	-4	4	48	106	1	-2	-1	0.3	-2	-0.4
O=C(Nc1cccc(O)c1)c1cccc(S(=O)(=O)Nc2cccc(O)c2)c1	-4	-5	-10	109	-2	-4	-2	-2.4	-1	-1.8
CCNc1nc(NC(C)C)nc(N(C)C#N)n1	2	6	2	94	0	0	-1	0.0	0	-0.2
O=C(NC(=O)N1CCCCCC1)c1ccccc1	-4	.	-5	97	1	1	0	-1.4	0	-0.5
Nc1nc2nccc(-c3ccccn3)n2n1	-4	-1	25	98	-3	-3	-2	0.1	4	-0.1
O=C(/C=C/c1ccc(F)cc1)Nc1cc(S(=O)(=O)N2CCOCC2)ccc1N1CCCC1	-7	-5	-1	84	0	-10	1	-1.3	-1	-2.7
COc1ccc(NC(=O)CSc2nc3ccsc3c(=O)n2CCC(=O)O)c(OC)c1	-5	-1	7	.	3	-2	2	0.0	-2	-1.3
CCOC(=O)N1CCN(C(=O)c2ccc3c(=O)n(CCC4=CCCCC4)c(=O)[nH]c3c2)CC1	3	-6	15	108	.	0	4	0.7	-1	.
COc1ccc(OC)c(-c2csc(CCn3nc(C)cc3C)n2)c1	4	.	4	101	3	-4	-1	-0.8	2	-0.7
Cn1c(Cn2c(=O)sc3ccccc32)nnc1SCC(=O)Nc1cccc(Cl)c1	-9	0	0	110	.	-3	-1	0.4	-1	0.1
Cc1nc2ccccc2c(=O)n1/N=C/c1cc(Br)ccc1O	-2	3	-11	.	-1	1	-2	0.9	1	-2.7
Cc1ccc(NC(=O)CCN2C(=O)c3cccc4cccc(c34)C2=O)cc1	-15	-3	6	96	-2	-1	-3	1.5	1	0.6
C/C(=N\NC(=O)c1nnn(-c2nonc2N)c1-c1cccs1)c1ccncc1	5	-5	52	102	-1	1	-1	0.6	4	-2.0
CC(=O)N1N=C(c2cccc([N+](=O)[O-])c2)OC1(C)c1cccs1 (stereo not given)	-10	-2	-9	97	4	-4	2	-2.2	-1	0.6
COc1ccc(N2C(=O)C3CCCN3C2c2cccc(OC)c2)cc1 (stereo not given)	-1	.	15	109	.	-5	0	-0.1	6	0.1
COc1ccc(C2CC(=O)Oc3cc(O)cc(O)c32)cc1 (stereo not given)	-1	-9	1	99	.	-4	-1	1.0	6	-1.0
O=c1[nH]c2cc3c(cc2cc1C(c1nnnn1C1CCCCC1)N1CCSCC1)OCCO3 (stereo not given)	1	-4	9	97	6	-9	0	5.8	1	0.2
CCOc1ccc(N(CC(=O)NC2CCCC2)C(=O)CSc2nnc(COc3ccccc3)o2)cc1	-17	-2	2	86	-1	-5	-4	-1.5	-1	-2.1
Cc1nc(Nc2ccccc2O)c2oc3ccccc3c2n1	5	1	31	80*	-2	1	0	2.1	-3	-0.7
COC(=O)c1ccccc1NC(=O)CSc1ncccn1	-3	-9	9	.	-2	-3	-2	-0.3	2	-0.4
Cc1ccc(C)c(NC(=O)CN(C)C(=O)c2cccc(S(=O)(=O)N(C)C)c2)c1	0	-3	-36	96	8	0	-4	-2.0	2	0.0
CC(C)c1ccc(N=c2c([N+](=O)[O-])nn(-c3ccc4c(c3)OCCO4)n2O)cc1	-2	-4	-5	104	.	-3	20	1.3	2	-3.8
CC(C)(C)c1nc(Sc2ccc([N+](=O)[O-])cn2)n[nH]1	-3	-1	42	.	3	2	-2	-0.2	-5	-0.5
Clc1ccc(C2=NNC(=NCC3CCCO3)SC2)cc1 (stereo not given)	0	-3	2	116	0	3	-3	1.3	2	-1.7
CN1C(=S)SC(/[N+]([O-])=C/c2cccnc2)C1(C)C (stereo not given)	-8	31*	-8	101	-3	5	1	1.0	1	.
CN(CC(=O)Nc1cccc(F)c1)CC(=O)Nc1ccccc1Oc1ccccc1	3	-2	1	101	-2	0	-2	0.8	-1	0.7
Cc1cc2c(cc1C)NC(=O)C(C)CN2 (stereo not given)	.	.	.	96	6	.	2	.	1	.
COc1cccc(/C=N/n2c(-c3n[nH]c4c3CCC4)n[nH]c2=S)c1OC	-3	2	-2	109	-4	-1	0	-0.3	0	-1.0
CCOc1ccc(NC(=O)c2ccccn2)cc1	-4	5	-5	97	-7	3	1	2.9	0	-2.0
O=C1/C(=C\Nc2ccccc2)CCN1c1ncccn1	-5	0	11	101	-8	-2	-3	2.9	-3	-1.2
CC1=NN(c2ccccc2)C(=O)/C1=C\c1cn(CCC#N)nc1-c1ccc(Cl)cc1	-7	15	4	83	11	0	10	-1.8	0	-2.0
CC(=O)Nc1ccc(S(=O)(=O)N2CCN(C(=O)c3ccco3)CC2)cc1	-13	-2	-8	100	-1	-2	2	1.8	2	0.6
COc1ccccc1NS(=O)(=O)c1cc(N/C(=N\S(=O)(=O)c2ccccc2)c2ccc(F)cc2)ccc1Cl	-11	0	33	82	28	0	-4	-0.2	-7	-1.0

3 of the entries above in order of the DAGLB inh value, rising.
| SMILES | DAGLB inh |
| --- | --- |
| Cc1c(C(=O)OC2CCC(C)CC2)[nH]c2c1C(=O)CCC2 (stereo not given) | -3 |
| COc1ccc(OC)c(-c2csc(CCn3nc(C)cc3C)n2)c1 | -1 |
| CC(=O)Nc1ccc(S(=O)(=O)N2CCN(C(=O)c3ccco3)CC2)cc1 | 2 |

(continued)
SMILES	RTF Ca sens inh	CAL PDZ FP-1	Arrestin-AP2 inh	DSG3 Ab inh	NSD2 inh	Keap1-Nrf2 PPI	DAGLB inh	LANA DNA inh	V-ATPase pHluor	CAL PDZ FP-2
COc1cc2ccccc2cc1C(=O)NCC(c1cccs1)N(C)C (stereo not given)	13	-8	-8	109	6	2	-3	0.7	2	-3.4
O=c1[nH]cc(S(=O)(=O)N2CCCc3ccccc32)c(=O)[nH]1	-4	-2	-4	99	-1	2	1	0.6	-2	-1.0
COc1ccc(/C(N)=N/OC(=O)Cc2ccccc2[N+](=O)[O-])cc1	2	-5	18	113	-2	-1	-4	0.4	-1	-3.0
CCn1c(=O)c(C)nn2c3ccccc3nc12	-7	-1	21	.	-1	-4	-6	-2.5	5	.
O=C(CNS(=O)(=O)c1ccccc1)N/N=C/c1ccccc1[N+](=O)[O-]	-11	-2	22	94	0	3	1	1.0	2	-1.4
Cc1nnc(NC(=O)c2nn(CC(C)C)c(=O)c3ccccc23)s1	4	0	8	104	-4	0	1	-1.3	-2	-0.2
CN(C)CCn1ccc(O)c(Cc2ccc(Cl)cc2)c1=O	-2	5	27	92	2	-6	0	-1.8	-3	0.3
c1ccc(-c2cc(N3CCCCC3)ncn2)cc1	-13	-2	-3	.	1	1	-1	-0.3	-7	-0.4

Some of the compounds tested, so the mix of outcomes need not match the whole.
